PMI act satM6P: human PMI activators, high substrate, primary screen, biochemical, fluorescence intensity, near-saturating mannose 6-phosphate; Mannose-6-phosphate isomerase (Homo sapiens), P34949; coupled PMI enzyme assay, resazurin fluorescence, 20 min; stronger effect = higher value; 1 = untreated enzyme, 0 = substrate-free blank; activation factor at 20 µM; actives 0.34% (n = 190,000);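 active means activation factor of 2 or more at 20 µM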
Target sequence (P34949 whole entry, looked up): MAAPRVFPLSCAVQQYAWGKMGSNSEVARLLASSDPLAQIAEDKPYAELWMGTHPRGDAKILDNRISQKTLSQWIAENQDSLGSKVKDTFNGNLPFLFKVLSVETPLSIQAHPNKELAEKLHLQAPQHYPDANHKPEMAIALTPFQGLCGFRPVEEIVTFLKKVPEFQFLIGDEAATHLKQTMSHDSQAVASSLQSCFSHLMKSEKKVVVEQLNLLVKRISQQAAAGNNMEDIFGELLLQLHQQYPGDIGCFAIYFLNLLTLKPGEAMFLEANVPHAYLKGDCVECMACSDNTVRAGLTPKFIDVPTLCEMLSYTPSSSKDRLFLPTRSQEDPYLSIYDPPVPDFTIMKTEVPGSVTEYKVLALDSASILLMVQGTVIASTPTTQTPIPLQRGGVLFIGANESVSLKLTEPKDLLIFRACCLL
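Material: human phosphomannose isomerase with PGI, G6PDH, diaphorase coupling enzymes; amount: PMI at 15 ng/mL final; also added: Mannose-6-phosphate 1.0 mM (near-saturating) plus 0.22 mM NADP+; incubation: enzyme reaction with compound 20 min at room temperature; signal: resorufin fluorescence (Ex 544/Em 590 nm) from resazurin via diaphorase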
Diaph inh CS: diaphorase inhibitors and chemical oxidizers, primary screen, counter-screen for diaphorase-coupled primary assays, biochemical, uHTS, resorufin fluorescence. diaphorase resazurin-to-resorufin fluorescence, NADH, 16 min; bacterial (C. kluyveri) enzyme, not human. actives 0.69% (n = 190,000). AID 1217, 2008. inhibition, % at 20 µM;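 active means primary screen inhibition at 20 µM above a set limit, cut at about 50% in these data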;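 further: plate controls were DMSO with full reaction for no effect and wells lacking NADH for full effect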
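Test system: Clostridium kluyveri diaphorase enzyme / Quantity: diaphorase at 0.14 U/mL in enzyme working solution / Incubation: 16-min room-temperature incubation before reading / Benchmarks: NADH-free wells as positive control, DMSO-only neutral wells / Signal: resorufin fluorescence 544/590 nm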
TNAP act hiacc: TNAP activators at high phosphate acceptor level, primary screen, biochemical, luminescence, uHTS. Alkaline phosphatase, tissue-nonspecific isozyme (Homo sapiens), P05186. purified TNAP, CDP-star luminescence, 1 M DEA, 30 min; stronger effect = higher value; 0 = EDTA background, 1 = DMSO-only activity. activation factor at 20 µM. 200,000 tested, under 10 active. AID 1136, 2008;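 active means activation factor at least 2 at 20 µM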
Target sequence (P05186 whole entry, looked up): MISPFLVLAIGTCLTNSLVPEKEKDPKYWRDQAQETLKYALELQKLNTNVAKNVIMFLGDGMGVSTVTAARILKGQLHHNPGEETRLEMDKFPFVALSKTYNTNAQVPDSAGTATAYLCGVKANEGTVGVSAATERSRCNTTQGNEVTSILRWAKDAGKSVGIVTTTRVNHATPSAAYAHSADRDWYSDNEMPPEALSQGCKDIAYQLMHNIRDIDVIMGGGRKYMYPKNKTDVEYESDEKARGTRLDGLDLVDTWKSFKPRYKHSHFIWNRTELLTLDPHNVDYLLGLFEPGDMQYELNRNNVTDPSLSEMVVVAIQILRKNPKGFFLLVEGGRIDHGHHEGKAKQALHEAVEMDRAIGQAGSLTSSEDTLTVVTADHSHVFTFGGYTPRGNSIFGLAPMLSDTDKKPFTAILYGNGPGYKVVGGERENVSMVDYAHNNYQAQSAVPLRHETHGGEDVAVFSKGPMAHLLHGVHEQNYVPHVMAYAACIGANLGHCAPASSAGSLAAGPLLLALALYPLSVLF
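system = human TNAP | amount = enzyme diluted 1/800 final | reagent = 100 µM CDP-star substrate | signal = luminescent substrate turnover signal | dosing = one dose, 20 µM | benchmarks = EDTA negative control, DMSO positive control | measure = activation factor | timing = 30 min reaction, room temperature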
TNAP inh hi DEA: human TNAP enzyme inhibitors, primary screen, biochemical, luminescent, high phosphate acceptor level, uHTS; Alkaline phosphatase, tissue-nonspecific isozyme (Homo sapiens), P05186; purified TNAP, CDP-star luminescence, 1 M DEA; inhibition, % at 20 µM; actives 0.03% (n = 200,000);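 active means over 50% inhibition of tissue-nonspecific alkaline phosphatase at 20 µM in the single-dose screen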;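 further: plate controls were DMSO wells for no effect and EDTA-quenched wells as full inhibition for full effect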
bIAP act: bovine intestinal alkaline phosphatase activators, primary screen, biochemical, bovine IAP, CDP-star luminescence; alkaline phosphatase, intestinal [Bos taurus]; purified bovine IAP, 30 min; stronger effect = higher value; fold of DMSO-control signal, blank-subtracted; activation factor at 20 µM; actives 0.17% (n = 200,000); AID 1016, 2008;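 active means activation factor of 2 or more at 20 µM, a signal rise over negative controls twice the positive control's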
Diaph act CS: compounds boosting diaphorase resazurin reduction – biochemical, uHTS, resorufin fluorescence, counter-screen for diaphorase-coupled primary assays, primary screen; Diaphorase/resazurin coupled assay, 16 min; stronger effect = higher value; 1 = vehicle wells, 0 = NADH-free wells; activation factor at 20 µM; actives 0.005% (n = 190,000); AID 1229, 2008;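 active means diaphorase activity raised at least twofold by the compound at 20 µM; inactive means activation factor below 2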
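Measured by – red resorufin fluorescence at 544/590 nm excitation/emission · Test system – Clostridium kluyveri diaphorase, purified enzyme · Incubation – reaction time 16 min, room temperature · Buffer or medium – 50 mM HEPES pH 7.4 with 4.542 mM MgCl2, 0.005% Tween 20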
TNAP inh no acc: human TNAP enzyme inhibitors, primary screen, biochemical, luminescent, no phosphate acceptor, uHTS | actives 0.26% (n = 200,000) | Alkaline phosphatase, tissue-nonspecific isozyme (Homo sapiens), P05186 | AID 1012, 2008 | purified TNAP, CDP-star luminescence, 30 min | inhibition, % at 20 µM;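 active means tissue-nonspecific alkaline phosphatase inhibition above about 50% at 20 µM in the single-dose screen, limit read from the data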;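 further: 0% = DMSO negative control and 100% = EDTA positive control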
PMI activator: activators of human PMI, primary screen, biochemical, fluorescence intensity, near-Km mannose 6-phosphate; Mannose-6-phosphate isomerase (Homo sapiens), P34949; purified human PMI, coupled resazurin fluorescence, 20 min; stronger effect = higher value; 1 = vehicle control, 0 substrate-free wells; activation factor at 20 µM; actives 0.005% (n = 190,000); AID 1214, 2008;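 active means activation factor of 2 or more at 20 µM, relative to plate controls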
bIAP inhibitor: bovine intestinal alkaline phosphatase inhibitors, primary screen, selectivity assay for TNAP inhibitor project, biochemical, bovine IAP, CDP-star luminescence; purified bovine IAP, 30 min; inhibition, % at 20 µM; 190,000 tested, under 10 active; AID 1019, 2008;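 active means over 50% inhibition of intestinal alkaline phosphatase at 20 µM in the single-dose screen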
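test system = bovine IAP enzyme | medium = DEA buffer 100 mM, pH 9.8, with MgCl2 1.0 mM, ZnCl2 0.02 mM | detection = luminescence | dosing = single compound dose of 20 µM, 2% DMSO final | incubation = 30 min reaction at room temperature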
Lmaj promast: Leishmania major promastigote growth inhibition, primary screen; Leishmania major promastigotes, resazurin fluorescence viability; inhibition, % at 10 µM; actives 9% (n = 200,000); in the data active means inhibition above about 50%;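 further: promastigotes grown with compound for 44 hours at 28 °C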
Active calls of the source: *. Rows were taken by chance; overall some 10% were active at least once.

SMILES	PMI act satM6P	Diaph inh CS	TNAP act hiacc	TNAP inh hi DEA	bIAP act	Diaph act CS	TNAP inh no acc	PMI activator	bIAP inhibitor	Lmaj promast
CC(C)CN1CCN(Cc2ccc(C#CC(C)(C)O)cc2)CC1CCO (configuration not stated)	0.9	10.4	1	-0.9	1	0.9	-1.2	0.9	-2.5	-5.1
O=C1CC(c2ccccc2)=Nc2ccccc2N1	1	5.0	1	0.0	0.8	0.9	-8.6	1	18.9	0.4
O=C(CCn1cccc1)NCc1ccccc1	1	5.8	1	-3.4	0.9	0.9	-13.1	0.9	9.5	-1.5
Cc1ccc2c(Cl)c(C(=O)NCCc3ccccc3)sc2c1	1	20.5	1	-2.5	0.9	0.8	7.4	1.1	6.1	47.0
CCC(C)NS(=O)(=O)c1ccc(NC(=O)c2ccc([N+](=O)[O-])cc2Cl)cc1 (configuration not stated)	0.8	25.4	1	-0.4	1.1	0.7	-5.0	0.8	-14.3	12.8
COc1ccc(-c2nc(C#N)c(N3CCC(C(N)=O)CC3)o2)cc1	0.9	9.1	1	-3.8	0.9	0.9	1.6	0.9	7.8	6.0
CC(NC(=O)c1ccc(Cl)s1)C1CCCO1 (configuration not stated)	0.9	6.3	1	1.3	0.9	0.9	-6.8	1	8.8	-2.6
O=C(CN1CCOCC1)N/N=C/c1cc2ccccc2nc1Cl	0.8	11.1	1	-0.8	0.9	0.9	-10.0	0.9	7.4	-2.5
COc1cc(C2C(C#N)=C(N)Oc3cc(N)ccc32)cc(OC)c1OC (configuration not stated)	0.6	5.8	1	2.9	1.1	0.9	0.3	0.9	-6.1	-4.9
O=C(CCC(=O)Nc1ccc(F)cc1)N/N=C/c1c[nH]c2ccccc12	0.9	24.1	1	-2.5	0.9	0.8	-11.8	0.9	7.9	0.2
COc1cc(NC(=O)Cn2nc(C(F)(F)F)c3c2CCCC3)cc(OC)c1OC	0.9	16.4	1	0.0	1	0.8	-4.8	0.9	-0.9	-2.7
C/C(CCc1ccccc1)=N\NC(=O)COc1ccccc1C	1	-14.6	1	-2.2	1.1	1.1	-11.2	1	-11.2	-10.8
O=C1c2ccccc2C(=O)N1CCCCN(C(=O)c1ccco1)c1ccc(Cl)cc1	0.9	22.4	1.1	-6.5	1	0.8	1.1	0.9	-2.5	21.3
Cc1cccc(OCC(=O)N/N=C/CC(C)c2ccccc2)c1C (configuration not stated)	0.9	20.2	1	-1.3	1.2	0.8	-9.3	1	-23.1	-8.3
Cc1cc(=O)[nH]c(SCC(=O)N2CCCc3ccccc32)n1	1.1	6.6	1	-3.8	0.9	0.9	-8.6	1	8.0	-9.8
Cc1cnc(C(=O)Nc2nnc(C3CC3)s2)cn1	0.9	17.1	1.1	-7.6	1	0.8	-5.5	1	-1.7	-4.7
O=C(CSCCO)Nc1cc(C(F)(F)F)ccc1Cl	1	9.3	1	-0.2	1	0.9	0.6	0.9	2.0	-2.7
COc1ccc(CS(=O)c2nc(C)cc(C)c2S(C)(=O)=O)cc1 (configuration not stated)	1.1	-14.0	1	-4.4	1.1	1.1	-6.7	1.1	-12.5	0.1
C/C(=N\NC(=O)C1CCCN(S(=O)(=O)c2ccccc2)C1)c1ccccn1 (configuration not stated)	0.9	6.9	1	-2.4	1.1	0.9	1.2	0.9	-10.8	99.5*
COc1ccc(NC(=O)OCCN2CCN(Cc3ccccc3)CCC2=O)cc1	1.1	6.7	1	-3.9	0.9	0.9	-12.7	1.1	9.6	-3.9
COc1ccc(-c2noc(-c3ccco3)n2)cc1OC	1	18.8	1	-4.4	0.9	0.8	-3.6	0.9	5.1	11.8
CC(C)(C)NC(=S)NCc1ccc2c(c1)OCO2	1.1	11.9	1	-2.6	0.8	0.9	4.1	1.1	23.9	56.4*
O=C1NC2(CCCc3ccccc32)C(=O)N1CCOc1ccc(Br)cc1 (configuration not stated)	0.9	23.0	1.1	-13.8	0.7	0.8	-14.2	0.9	26.7	-4.6
CCC(=O)N(CCC1(C(C)C)CCOC(C)(C)C1)Cc1ccco1 (configuration not stated)	0.9	10.5	1	-1.2	1	0.9	-6.2	0.9	-0.1	-9.5

Four compounds already listed, arranged by formula weight, low to high.
SMILES	PMI act satM6P	Diaph inh CS	TNAP act hiacc	TNAP inh hi DEA	bIAP act	Diaph act CS	TNAP inh no acc	PMI activator	bIAP inhibitor	Lmaj promast
Cc1cccc(OCC(=O)N/N=C/CC(C)c2ccccc2)c1C (configuration not stated)	0.9	20.2	1	-1.3	1.2	0.8	-9.3	1	-23.1	-8.3
CCC(=O)N(CCC1(C(C)C)CCOC(C)(C)C1)Cc1ccco1 (configuration not stated)	0.9	10.5	1	-1.2	1	0.9	-6.2	0.9	-0.1	-9.5
COc1ccc(NC(=O)OCCN2CCN(Cc3ccccc3)CCC2=O)cc1	1.1	6.7	1	-3.9	0.9	0.9	-12.7	1.1	9.6	-3.9
O=C1c2ccccc2C(=O)N1CCCCN(C(=O)c1ccco1)c1ccc(Cl)cc1	0.9	22.4	1.1	-6.5	1	0.8	1.1	0.9	-2.5	21.3

Following part:
SMILES	PMI act satM6P	Diaph inh CS	TNAP act hiacc	TNAP inh hi DEA	bIAP act	Diaph act CS	TNAP inh no acc	PMI activator	bIAP inhibitor	Lmaj promast
Cc1ccc(C(=O)O/N=C/c2ccc(N(C)C)cc2)cc1	1.1	-13.5	1	-3.7	1	1.1	-7.5	1	3.5	-3.8
Cc1cc(C)n2nc(SCc3nnc(SCc4ccccc4)s3)nc2n1	1	36.3	1	-4.4	1	0.6	-11.2	1	-3.7	-3.8
Cc1c(NC(=S)NC(=O)C(C)(C)C)c(=O)n(-c2ccccc2)n1C	1	28.8	1	-3.0	1.1	0.7	-15.4	0.6	-5.1	-1.9
O=C(CCS(=O)(=O)c1ccc(Br)s1)N1CCc2ccccc21	1.1	6.2	1	-4.1	0.8	0.9	-18.8	1	20.0	3.2
CCCCC(=O)Nc1nnc(-c2ccc(OC)cc2)s1	1	-1.6	1	0.8	1.1	1	-0.8	1.1	-6.0	2.8
CCOc1ccccc1C(=O)Nc1nnc(CC)s1	1.1	0.8	1	1.4	0.9	1	-5.3	1	5.3	8.7
Cc1ccccc1C(=O)Nc1ccc(S(=O)(=O)N2CCN(C)CC2)cc1	1	11.1	1	-1.0	1	0.9	-9.9	0.9	4.5	-9.8
CC(C)(C)C(=O)NC(=S)NCCc1ccccc1	0.9	8.3	1	-2.8	1	0.9	-3.9	0.9	0.6	2.3
COc1ccccc1-c1n[nH]c(=S)n1N	0.9	13.9	1	-1.2	1.1	0.9	-5.3	0.9	-5.7	-4.8
Cc1noc(NS(=O)(=O)c2ccc(NC(=O)CCN3C(=O)c4ccccc4C3=O)cc2)c1C	1	7.7	1.1	-7.2	1	0.9	-15.0	1	1.2	-4.0
COCCNc1c2c(c(C#N)c3nc4ccccc4n13)CCCC2	0.7	27.0	1.1	-6.3	1.1	0.7	-13.3	0.8	-11.2	7.8
CCOC(=O)c1cc2occc2n1Cc1c(F)cccc1Cl	1	11.9	1	-2.1	0.7	0.9	1.7	0.9	27.4	-5.2
CN(C)c1ccc(/C=C/C(O)=C2/C(=O)N(C)C3(C)CC2c2ccccc2O3)cc1 (configuration not stated)	1.2	1.0	0.9	10.8	0.7	1	6.9	1.1	30.0	66.2*
CCOC(=O)N1CCC(N2CCN(S(=O)(=O)c3ccc4ccccc4c3)CC2)CC1	1	16.2	1	-4.3	1.1	0.8	-0.5	1	-7.1	97.6*
CCOC(=O)C1=C(C)N(C)C(C)=C(C(=O)OCC)C1c1ccccn1	1	-2.6	1	-0.8	1.1	1	-6.2	0.9	-9.9	6.8
CC(C)CCNC(=O)CSc1nc2ccccc2s1	1.2	-20.6	0.9	5.2	1	1.2	-5.1	1.2	3.5	-1.1
CCOC(=O)Cn1ccc(O)c(Cc2ccc(Cl)cc2Cl)c1=O	1	-5.6	1	-2.9	1	1.1	-3.7	1	2.1	2.9
COc1ccc(NC(=O)C(Sc2nnc3ccccn23)c2ccccc2)cc1Cl (configuration not stated)	1	6.3	1	0.8	1.5	0.9	-14.1	0.9	-49.0	-3.0
O=C(Nc1ccccc1C(=O)NC1CCCC1)NC1CCCC1	1	10.3	1	-4.7	0.9	0.9	-8.2	0.9	11.7	2.5
CCc1ccc(NC(=O)CN2C(=O)CSC2=O)cc1	1.1	4.7	1	2.3	0.9	1	1.6	1	11.5	-10.1
N#Cc1c(C(F)(F)F)cc(-c2ccc(Cl)cc2)[nH]c1=O	0.9	21.2	1.1	-6.2	0.9	0.8	1.3	0.9	5.1	-8.6
CC1CN(C(=O)COC(=O)[C@@H]2CC(O)CN2S(=O)(=O)c2ccc3c(c2)OCCO3)CC(C)O1 (some centres not stated)	1	12.6	1.1	-5.9	0.9	0.9	0.6	0.9	9.6	-4.0
COc1ccc(OC)c(C2=NOC(C(=O)NCC3CCCO3)C2)c1 (configuration not stated)	1	7.5	1	-1.0	1	0.9	-5.2	0.9	-0.1	-3.1
CCC(C)c1ccc(O)c(NC(=S)NC(=O)c2cccnc2)c1 (configuration not stated)	1.1	20.5	1	0.1	0.8	0.8	-23.2	0.9	17.4	12.8
CC(C)CN(CC(C)C)C(=O)C12CCC(C)(C(=O)O1)C2(C)C (configuration not stated)	1.1	-0.9	1	0.7	0.9	1	-5.7	1	13.8	-2.6
Cc1ccc(Cl)cc1-c1ccc(/C=N/n2cnnc2)o1	0.9	12.5	1	-3.3	0.9	0.9	-6.0	1	9.0	64.2*
CCN(CC)CCCNC(=O)c1cc2nc3c(c(C(F)(F)F)n2n1)CCc1ccccc1-3	1	0.6	1	-2.0	1.1	1	7.0	1.1	-9.5	96.4*

Screening results (PubChem)
